NCI-60 one-dose screen, 48 h, at 10 µM unless noted. Numbers give growth in % (100 = growth as untreated, 0 = no growth, -100 = all killed).
NCI-H322M: NCI-H322M lung cancer; AID 1794733; hit rate 2.7% among 80,000
SNB-75: SNB-75 CNS cancer; hit rate 5% among 79,000; AID 1794750
HCT-116: HCT-116 colon cancer. hit rate 7.3% among 82,000
HT29: HT29 colon cancer; hit rate 7.4% among 81,000; AID 1794748
SW-620: SW-620 colon cancer; hit rate 5.2% among 82,000
HCC-2998: HCC-2998 colon cancer; hit rate 4.7% among 79,000
HCT-15: HCT-15 colon cancer; hit rate 5.2% among 82,000; AID 1794746
COLO 205: COLO 205 colon cancer | hit rate 7.3% among 79,000
KM12: KM12 colon cancer cells; hit rate 5% among 82,000
Numbers without * were called inactive; . = not tested or not shown; & = joins results of further samples; ! = a repeat was not active. How the source made its calls: active means growth percent below 10; inactive means the rest.

SMILES	NCI-H322M	SNB-75	HCT-116	HT29	SW-620	HCC-2998	HCT-15	COLO 205	KM12
COc1ccc(Nc2nc(SCCC(C)C)nc(-c3ccc(F)cc3)c2C#N)cc1	95	83	91	81	83	102	83	100	91
COc1ccc(/C=C2\N=C(C)N(CCc3ccc(S(=O)(=O)NC(=S)NCc4ccccc4)cc3)C2=O)cc1OC	84	78	63	84	91	102	55	115	71
CC(C)Oc1ccc2c(=O)cc(-c3ccccc3)oc2c1	105	109	101	83	97	90	97	113	.
Nc1cccc(-c2nc3sccn3c2-c2ccnc(NCCCNS(=O)(=O)c3ccc(Br)cc3)n2)c1	102	.	102	102	99	110	102	117	104
NC(N)=N/N=C(/C[n+]1ccccc1)c1ccc(Cl)cc1	102	96	98	101	102	112	106	108	101
COc1ccc2c(c1)CC/C(=C\c1cccnc1OC)C2=O	102	97	86	88	116	.	89	110	94
O=Cc1c[nH]c2nccnc12	96	74	95	115	109	99	103	112	103
CCC(c1ccc(OS(=O)(=O)c2ccc(F)cc2)cc1)C(CC)c1ccc(OS(=O)(=O)c2ccc(F)cc2)cc1 (configuration not stated)	107	87	91	82	102	87	100	112	98
C=C(C)[C@@H]1CC[C@]2(C(=O)NCCCCCCN)CC[C@]3(C)[C@H](CC[C@@H]4[C@@]5(C)C/C(=C/c6ccncc6)C(=O)C(C)(C)[C@@H]5CC[C@]43C)[C@@H]12	95	80	98	108	104	102	102	121	95
COc1nc(N)nc(-n2c(-c3ccc([N+](=O)[O-])cc3)nc3ccccc32)c1NCc1ccc([N+](=O)[O-])cc1	99	92	92	103	99	108	103	115	97
C#Cc1cccc(Nc2ncnc3ccc(NC(=O)c4ccccc4)cc23)c1	22	67	76	82	100	98	65	100	90
O=C(CN1CCN(c2cc(=O)[nH]c3ccc(F)cc23)CC1)Nc1ccc([N+](=O)[O-])cc1	98	82	77	96	100	94	94	105	92
Cc1ccc(C(=O)OCCc2ccccc2)cc1	100	82	104	94	106	104	97	123	103
COc1ccc(/C=C/C(=O)c2ccc(NC(=O)CSc3nnc(-c4ccc5nc(-c6ccccc6)[nH]c5c4)o3)cc2)cc1	102	123	85	99	112	111	96	112	98
O=[N+]([O-])c1ccc(NC(=S)NNC(=S)Nc2ccc(Br)cc2)cc1	63	121	91	95	91	54	42	112	55
Nc1ccc(Nc2ccc([N+](=O)[O-])cc2[N+](=O)[O-])cc1	93	79	105	101	101	98	100	96	94
C[C@H]1CN(C(=O)c2ccc3c(NNC(=O)c4ccncn4)nc4cc(F)c(F)cc4n23)CCN1	32	65	22	37	38	62	28	10.0*	37
COc1ccc2c(c1)CC[C@@H]1[C@@H]2CC[C@]2(C)c3c(cc(C#N)c4c3sc3ccccc34)C[C@@H]12	108	86	108	100	100	93	104	110	109
Nc1cc(F)ccc1NC(=O)c1ccc(CN2CCC/C(=C\c3ccccn3)C2=O)cc1	97	65	84	71	93	99	68	83	26
CC12CCC3C4CCC(=O)C=C4CC(F)CC3C1CCC2O (configuration not stated)	101	100	98	97	98	.	100	105	99
CCCCN(CCCC)CC(O)c1cc(-c2ccc(Cl)c(Cl)c2)cc2cc(Cl)ccc12 (configuration not stated)	98	93	64	51	68	73	67	59	74
Nc1ccc(Cl)cc1Cl	105	86	96	107	109	102	100	105	108
CNc1nc(C)nc(NC)n1	98	97	104	100	110	101	109	108	101
Cc1c2cnccc2c(C)c2c1c1cc(C#N)ccc1n2C	-16*	-36*	-23*	-19*	-0.3*	-69*	-21*	-37*	2.9*
CC(=O)OC[C@H]1O[C@@H](NS(N)(=O)=O)C(OC(C)=O)C(OC(C)=O)C1OC(C)=O (some centres not stated)	107	91	97	100	102	.	100	112	108

14 structures from above, sorted by molecular weight, smallest number first.
SMILES	NCI-H322M	SNB-75	HCT-116	HT29	SW-620	HCC-2998	HCT-15	COLO 205	KM12
O=Cc1c[nH]c2nccnc12	96	74	95	115	109	99	103	112	103
Cc1ccc(C(=O)OCCc2ccccc2)cc1	100	82	104	94	106	104	97	123	103
CC(C)Oc1ccc2c(=O)cc(-c3ccccc3)oc2c1	105	109	101	83	97	90	97	113	.
Cc1c2cnccc2c(C)c2c1c1cc(C#N)ccc1n2C	-16*	-36*	-23*	-19*	-0.3*	-69*	-21*	-37*	2.9*
NC(N)=N/N=C(/C[n+]1ccccc1)c1ccc(Cl)cc1	102	96	98	101	102	112	106	108	101
CC12CCC3C4CCC(=O)C=C4CC(F)CC3C1CCC2O (configuration not stated)	101	100	98	97	98	.	100	105	99
C#Cc1cccc(Nc2ncnc3ccc(NC(=O)c4ccccc4)cc23)c1	22	67	76	82	100	98	65	100	90
COc1ccc(Nc2nc(SCCC(C)C)nc(-c3ccc(F)cc3)c2C#N)cc1	95	83	91	81	83	102	83	100	91
O=C(CN1CCN(c2cc(=O)[nH]c3ccc(F)cc23)CC1)Nc1ccc([N+](=O)[O-])cc1	98	82	77	96	100	94	94	105	92
Nc1cc(F)ccc1NC(=O)c1ccc(CN2CCC/C(=C\c3ccccn3)C2=O)cc1	97	65	84	71	93	99	68	83	26
COc1nc(N)nc(-n2c(-c3ccc([N+](=O)[O-])cc3)nc3ccccc32)c1NCc1ccc([N+](=O)[O-])cc1	99	92	92	103	99	108	103	115	97
COc1ccc(/C=C2\N=C(C)N(CCc3ccc(S(=O)(=O)NC(=S)NCc4ccccc4)cc3)C2=O)cc1OC	84	78	63	84	91	102	55	115	71
Nc1cccc(-c2nc3sccn3c2-c2ccnc(NCCCNS(=O)(=O)c3ccc(Br)cc3)n2)c1	102	.	102	102	99	110	102	117	104
C=C(C)[C@@H]1CC[C@]2(C(=O)NCCCCCCN)CC[C@]3(C)[C@H](CC[C@@H]4[C@@]5(C)C/C(=C/c6ccncc6)C(=O)C(C)(C)[C@@H]5CC[C@]43C)[C@@H]12	95	80	98	108	104	102	102	121	95

The list continues.
SMILES	NCI-H322M	SNB-75	HCT-116	HT29	SW-620	HCC-2998	HCT-15	COLO 205	KM12
Nc1sc2c(c1-c1nnc(-c3ccc(Br)cc3)o1)CCCC2	105	99	97	94	103	110	103	102	96
COc1cccc(NC(=O)c2c(-c3ccccc3)c(-c3ccccc3)n[nH]c2=O)c1	111	78	95	101	99	94	98	110	103
CCCCCCCCCCC1OCC(CC)(CCCC)CO1 (configuration not stated)	101	94	84	98	103	94	97	101	101
C#C[C@@]1(O)[C@@H](CO)O[C@@H](n2c(C(F)(F)F)cc3c(N)ncnc32)[C@@H]1O	105	84	99	108	104	99	98	115	102
O=C(O)c1cc(O)ccc1N=Nc1ccccc1	84	89	101	93	113	96	97	90	98
Cc1ccccc1-n1c(C)nc2ccc(NC(=O)NCCCl)cc2c1=O	105	106	88	102	103	95	102	115	109
c1csc(-c2nc3c4c5c(sc4ncn3n2)CCC5)c1	83	63	100	89	91	66	69	83	75
CC(/C=C/c1ccc(Br)cc1)=N\OCC(=O)O	93	95	98	103	106	108	103	103	103
COc1ccc(C2N(c3ccc(Br)cc3)N=C(C(C)=O)N2[C@H]2[C@H](OC(C)=O)O[C@H](COC(C)=O)[C@@H](OC(C)=O)[C@@H]2OC(C)=O)cc1 (some centres not stated)	74	75	69	75	83	75	61	88	71
COc1ccc2nc(-n3c(=O)c4cccnc4n(-c4cc(OC)c(OC)c(OC)c4)c3=O)sc2c1	120	.	109	118	104	114	109	123	111
NS(=O)(=O)c1nnc(Nc2nc3ccccc3s2)s1	104	97	90	104	101	106	104	109	101
Nc1ccc(CCc2ccccc2)cc1	78	43	91	99	103	84	91	141	105
CCOc1cc(C)c(C#N)c(=O)n1Nc1nc2ccccc2[nH]c1=O	105	89	104	106	102	121	105	119	109
S=c1[nH]nc(Cc2ccccc2)c(=S)[nH]1	98	93	100	97	109	103	102	106	93
COc1cc2c(Nc3ccc(Cl)c(Cl)c3F)ncnc2cc1OCC1C[C@@H]2CN(C)C[C@@H]2C1 (some centres not stated)	-96*!	-41*	7.8*	-12*	7.0*	-88*!	-0.6*	-25*	-89*!
C1CCN(CCN2CCCCC2)CC1	112	100	108	109	112	107	103	115	108
BrC1(Br)C2CC/C=C\CCC21 (configuration not stated)	106	88	99	107	104	111	103	112	.
CCN(C)S(=O)(=O)Nc1cccc(Nc2ncnc3cc(NC(=O)CCl)ccc23)c1Cl	74	6.0*	0.9*	-57*	-54*	39	-12*	-34*	1.7*
O=C(O)c1ccccc1	96&114&111	87&91&103	100&105&103	101&107&120	107&96&108	98&107	101&109	109&117&114	103&109&108
COc1ccc(-c2cc(-c3cn(-c4cccc(Cl)c4)nc3-c3ccc(OC)cc3)c(C#N)c(=O)[nH]2)cc1	87	93	83	96	72	120	81	104	103
CCn1cc(-c2ccnc(NCCNS(=O)(=O)c3ccc(Br)cc3)c2)c(-c2cccc(OC)c2)n1	85	82	52	57	82	111	69	93	83
Cn1cnc2nc[nH]c2c1=N	122	85	90	104	107	96	105	113	109
COc1cnc2c(c1)C(=O)c1c-2n(CCCn2ccnc2)c(=O)c2cc(OC)c(OC)cc12	-8.3*	12	-90*	-56*	-78*	25	-53*	-85*	27
Cc1cc(C)nc(SCC(=O)Nc2ccc(-c3nc4ccc([N+](=O)[O-])cc4[nH]3)cc2)n1	99	121	100	97	104	101	89	117	103
CN=C(NC)c1ccc(NC(=O)c2ccc(C(=O)Nc3ccc(C(=NC)NC)cc3)c(N)c2)cc1	108	93	99	105	99	119	108	101	101
Other compounds
SMILES	NCI-H322M	SNB-75	HCT-116	HT29	SW-620	HCC-2998	HCT-15	COLO 205	KM12
c1ccc2cc(C[n+]3ccn(CCCCCCCCCCCCn4cc[n+](Cc5ccc6ccccc6c5)c4)c3)ccc2c1	-18*	-96*	-62*	-83*	-56*	-83*	17	-67*	-87*
Cc1cccc(N2CCN(C3=C(Cl)C(=O)c4ncccc4C3=O)CC2)c1	94	84	-16*	104	11	107	25	90	92
C#CCSc1nnnn1-c1ccc(Br)c(C)c1	107	.	88	90	100	121	95	135	102
CC1(C)CCc2cc(-c3ccn(S(=O)(=O)c4ccc(Cl)cc4Cl)n3)ccc2O1	91	97	74	.	92	99	91	106	93
COc1ccc(-c2nc(/C=C3/C(=O)Nc4ccccc43)c3ccccn23)cc1OC	82	97	71	96	92	90	82	117	85
O=C1Nc2ccccc2C12CCCc1ccccc12 (configuration not stated)	93	97	98	101	104	106	86	106	94
CC1OC1C(=O)OCCOC(=O)C1OC1C (configuration not stated)	87	99	100	115	104	113	107	108	105
COc1cccc2c1OC1(C=C2)Oc2c(cccc2OC)C=C1C (configuration not stated)	91	47	93	110	104	104	53	127	93
CCc1n(Cc2ccc3ccccc3c2)c2ccccc2[n+]1Cc1ccc2ccccc2c1	91	59	51	25	77	58	101	25	40
CN1C(=O)C(/C(N)=N/O)=C(N)C12CCCC2	103	100	136	110	113	116	106	121	109
Cc1ccc(NS(=O)(=O)c2ccc(N)cc2)cc1NS(=O)(=O)c1ccc(N)cc1	95	81	88	94	111	99	100	104	104
COc1cc(-c2c(C(N)=O)nnn2-c2cc(OC)c(OC)c(OC)c2)cc(OC)c1OC	112	86	100	102	114	115	.	104	105
COc1ccc(Nc2[nH]n3c(=O)cc(C)nc3c2C(=O)Nc2ccc(C)cc2)c(OC)c1	95	.	85	107	92	111	96	114	90
CCOC(=O)/C(=C/c1ccccc1)N(CC)CC	98	84	109	107	98	109	98	.	101
Cn1cc(-c2nonc2-c2c[nH]c3ccc(Br)cc23)c2cccnc21	85	57	82	93	91	81	64	92	73
COc1ccc(NC(=O)c2ccc(NC3=C(c4ccc(Cl)cc4)C(=O)NC3=O)cc2)cc1	85	86	89	67	103	98	75	86	81
CC1C=CC(C2OCCO2)C2C(=O)C=CC(=O)C12 (configuration not stated)	104	.	102	85	108	104	111	112	112
CCn1c(CSc2nc3ccccc3c(=O)n2CCc2ccccc2)n[nH]c1=S	.	107	66	88	98	99	.	105	92
COc1ccc(Cl)[n+]([O-])n1	103	91	102	115	105	112	84	96	118

Reformatted: entries from further up.
> CC1OC1C(=O)OCCOC(=O)C1OC1C (configuration not stated)
  NCI-H322M: 87
  SNB-75: 99
  HCT-116: 100
  HT29: 115
  SW-620: 104
  HCC-2998: 113
  HCT-15: 107
  COLO 205: 108
  KM12: 105
> COc1cccc2c1OC1(C=C2)Oc2c(cccc2OC)C=C1C (configuration not stated)
  NCI-H322M: 91
  SNB-75: 47
  HCT-116: 93
  HT29: 110
  SW-620: 104
  HCC-2998: 104
  HCT-15: 53
  COLO 205: 127
  KM12: 93
